High-throughput results (PubChem BioAssay)
12-LOX inh: blocks human arachidonate 12S-lipoxygenase. Potency, µM (doses to about 108 µM), without a hit: top-dose activity change, negative = inhibition, actives largely listed as inhibitors. 1.1% of 580,000 active. purified 12hLO, xylenol orange hydroperoxide absorbance. P18054; active = well fitted inhibition curve with a large enough effect; inconclusive = small, poorly fitted or top-dose-only effect, or another doubt; inactive = no such curve, though single readings can be large or run the other way
Target sequence (P18054 whole entry, looked up): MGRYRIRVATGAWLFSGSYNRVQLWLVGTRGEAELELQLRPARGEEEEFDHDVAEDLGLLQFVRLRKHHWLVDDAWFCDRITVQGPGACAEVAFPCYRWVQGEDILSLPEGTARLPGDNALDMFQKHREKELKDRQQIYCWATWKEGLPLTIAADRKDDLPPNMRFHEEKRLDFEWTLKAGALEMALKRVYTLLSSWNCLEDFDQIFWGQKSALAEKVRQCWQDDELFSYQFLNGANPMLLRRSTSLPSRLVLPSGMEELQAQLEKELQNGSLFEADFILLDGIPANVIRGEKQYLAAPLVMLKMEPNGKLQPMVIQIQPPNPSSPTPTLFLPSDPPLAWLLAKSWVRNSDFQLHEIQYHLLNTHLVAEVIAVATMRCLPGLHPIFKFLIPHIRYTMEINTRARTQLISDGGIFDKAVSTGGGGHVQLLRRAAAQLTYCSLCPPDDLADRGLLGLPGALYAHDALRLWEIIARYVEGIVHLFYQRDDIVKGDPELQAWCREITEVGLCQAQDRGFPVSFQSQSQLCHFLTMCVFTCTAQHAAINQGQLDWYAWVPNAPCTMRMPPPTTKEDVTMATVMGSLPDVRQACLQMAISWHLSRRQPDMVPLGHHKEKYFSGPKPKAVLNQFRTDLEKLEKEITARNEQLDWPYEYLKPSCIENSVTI
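Purified human 12hLO at 150 nM in 25 mM Hepes, 0.01% Triton X-100, pH 7.0, preincubated 15 min at room temperature with compound. Reaction started with 40 uM arachidonic acid, 30 min at room temperature. Hydroperoxide measured by Fe-xylenol orange, 573/405 nm absorbance ratio.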
Active calls of the source: *; ? = inconclusive; [ ] = another dose, or the depositor's remark. % is scaled to controls: 0 for no effect and ±100 for the full control effect; potency is read from the fitted curve at half-maximal effect. The list is partial, so the mix of outcomes need not match the whole.

SMILES	12-LOX inh
N#CC(c1nc2ccccc2nc1N1CCCCC1)S(=O)(=O)c1cccc(Cl)c1 (stereo not given)	?
CC(C)(C)NC(=O)C[C@@H]1CCNC[C@@H]1Cc1cc(-c2ccc(F)cc2)on1	?
Cc1ccc(C(=O)Oc2cccc(OC(=O)c3ccc(C)cc3)c2C)cc1	-16.2%
Cc1ncc(CN2CCN(C(=O)c3cccn3C3CC3)CC(O)C2)[nH]1 (stereo not given)	75.3%[activator]
Cc1ccc(C(=O)N2CCC3(CC2)NC(=O)N(c2ccccc2)N3)s1	?
COc1ccc(C2(C(=O)N3CCC(N4CC5CC(C4)[C@H]4CCCC(=O)N4C5)CC3)CC2)cc1 (stereo not given in full)	9.4%
C[S+](=O)([O-])NC1CCN(c2nc3ncccc3o2)CC1	?
CC(CCc1ccccc1)NCC1CCCO1 (stereo not given)	-48.9%
CC1(C)CC(NC(=S)Nc2cccc(C(F)(F)F)c2)CC(C)(C)N1	?
Cc1ccnc(C(NC(=O)CCc2cc3n(n2)CCCNC3)C2CC2)c1 (stereo not given)	45.4%[activator]
CCOc1ccc(C(C)=O)cc1COc1ccc2c(C)cc(=O)oc2c1	?
O=C(CSc1nc(Cl)nc2nc[nH]c12)NCCc1ccccc1	7.4%
COCc1cc(C[C@@H]2CC[C@H](O)[C@@H](CNCc3cccc(OC)c3)O2)no1	11.8%[176 µM]
Cc1ccc(C(=O)NC2CCN(c3cc(-c4ccccc4)[nH]n3)CC2)s1	78.7%[activator]
COCc1nncn1C1CCN(C(=O)c2ccccc2F)CC1	-1.5%
CNc1ncncc1-c1nc(-c2ccccc2)no1	59.3%[activator]
O=C(O)/C=C/c1c(Cl)cccc1Cl	-18.4%
O=C(C1CCCC1)N1CC2(CCCN2Cc2cccnc2)Cc2ccccc21 (stereo not given)	2.9%[6.33 µM]
Cc1ccc(NCC(=O)Nc2ccc(CC#N)cc2)c(F)c1	?
O=C(NC1CCCN(c2cc(-c3ccc(F)cc3)[nH]n2)C1)c1ccncc1 (stereo not given)	35.1%
O=C(Cc1c[nH]c2ncc(-c3ccc(Oc4ccccc4)cc3)cc12)NCc1cccnc1	18.9%[176 µM]
Cc1cccc2nc(-c3ccc(N4CCOCC4)cc3)c(Nc3ccc4c(c3)OCCO4)n12	?
O=C(NCCN1CCOC1=O)c1cn(CCC2CCCCN2)nn1 (stereo not given)	16.5%
CCN(C(=O)c1cccs1)c1nc(-c2ccccc2)cs1	-6.1%
CN(C)[S+](=O)([O-])c1ccc2c(c1)OCCN(Cc1ccccn1)C2	22.2%[176 µM]
CCn1nccc1C(=O)NCC(=O)N1CCCCCNC(=O)CC1c1ccccc1 (stereo not given)	31.2%
COCCNC(=O)/C(C#N)=C\c1ccc(C(F)(F)F)cc1	?
O=C(Cc1ccccc1Cl)N1CCCN(c2cc(-c3ccccc3)[nH]n2)CC1	71.8%[activator]
COc1cc(C=O)c(Br)cc1OC(C)C	?
COc1ccc(C=O)cc1COc1ccc(C=O)cc1	?
COc1ccc2c(c1)[C@@]1(OCCC=C[C@H]1C)C(=O)N2CC1CC1	5.0%
Nc1nccnc1C(=O)NCC(O)c1ccc(F)cc1F (stereo not given)	?
CC(C)(C)NC(=O)CNC(=O)C1CCCCC1	54.6%[activator]
CCN(Cc1ccc(C(=O)Nc2cccc(C(=O)NC3CC3)c2)cc1)C(C)C	?
COc1ccc(OC)c(CN2C[C@H]3[C@H](C2)[S+](=O)([O-])C(C)(C)C(=O)N3CCOc2ccccc2)c1	-9.9%
Cc1cc(OC(C)C(=O)Nc2ccc3nsnc3c2)cc(C)c1Cl (stereo not given)	?
COC(=O)c1sc(=S)n(-c2cc(C)ccc2C)c1N	22.5%
COc1cc(OC)c(NC(=O)Cn2nc3ccc(SC4CCCCC4)nn3c2=O)cc1Cl	-2.0%
CCOC(=O)N1CCN(C(C(=O)O)c2c[nH]c3ccc(OC)cc23)CC1 (stereo not given)	?
Cc1ccc(CNC(=O)N2CCC3(CC2)C(C(=O)O)CC(=O)N3C)cc1 (stereo not given)	19.5%
O=C(NCCC1CCN(C(=O)Nc2cccc(F)c2)CC1)c1ccco1	39.1%[activator]
Cc1nc(C)c(C(=O)N2CCCC(COc3ccccc3C(=O)N3CCOCC3)C2)s1 (stereo not given)	2.3%
O=S(=O)(c1ccc2c(c1)CCC2)N1CCC(Cc2nc(-c3ccncc3)n[nH]2)C1 (stereo not given)	13.8%
CC1(C)CC(=O)C2=C(C1)OC(N)=C(C#N)C2c1cccc(Oc2ccccc2)c1 (stereo not given)	?
Cn1cc(C(=O)NCCNC(=O)c2cccs2)c2ccccc21	2.9%
O=C(NC[C@H]1O[C@@H](CO)[C@@H](O)[C@H]1N1CCN(c2ccc(F)cc2)CC1)c1ccco1	-0.8%
COc1ccc(NC(=O)Cc2ccc3c(c2)OCCO3)cn1	?
CC(C)CN1C(=O)c2cccn2CC1C(=O)NCC1CC1 (stereo not given)	12.6%
Cc1nc(NC(=O)C(C)Sc2nnc(-c3ccccc3F)n2C(C)C)sc1C (stereo not given)	-34.9%
CN(C(=O)/C(C#N)=C\c1ccc(OC(F)F)cc1)C1CCCCC1	-52.2%
O=C(Cn1ccc(=O)[nH]c1=O)NC(c1ccccc1)c1cccs1 (stereo not given)	-0.9%
Cc1ccc(C(=O)N2CCC3(CC2)C(=NC2CCCCC2)NC(=O)N3c2cc(F)cc(F)c2)cc1	1.6%[6.33 µM]
O=C(Nc1cccc(C(F)(F)F)c1)c1nc2ccccc2nc1N1CCCCC1	-6.9%
O=C1CCN(Cc2ccncc2F)CCCC(c2nc(-c3cccnc3)no2)CCN1 (stereo not given)	50.1%[activator]
O=C(c1ccc(Cl)s1)N1CCc2nn(Cc3ccccc3)c(=O)n2CC1	31.7%[activator]
Cc1nc2c(c(=O)[nH]1)CSCC2	298.6%[activator]
COc1ccc(C(=O)N2CCC(C(NC(=O)c3ccccc3C)C(=O)NCC(C)C)CC2)cc1 (stereo not given)	14.4%
OCCN1CCN(Cc2ccc3c(c2)CN(Cc2cccc4ncccc24)CCO3)CC1	19.3%
Cc1ccc(N(CC(=O)N2CCc3ccccc3C2)S(C)(=O)=O)cc1Cl	-46.7%
CNC(=O)Cn1nc(-c2cccc([N+](=O)[O-])c2)c2ccccc2c1=O	-15.8%

7 structures already listed, sorted by heavy-atom count, descending.
SMILES	12-LOX inh
Cc1ccc(C(=O)N2CCC3(CC2)C(=NC2CCCCC2)NC(=O)N3c2cc(F)cc(F)c2)cc1	1.6%[6.33 µM]
OCCN1CCN(Cc2ccc3c(c2)CN(Cc2cccc4ncccc24)CCO3)CC1	19.3%
O=C1CCN(Cc2ccncc2F)CCCC(c2nc(-c3cccnc3)no2)CCN1 (stereo not given)	50.1%[activator]
Cc1ccc(N(CC(=O)N2CCc3ccccc3C2)S(C)(=O)=O)cc1Cl	-46.7%
O=C(Cn1ccc(=O)[nH]c1=O)NC(c1ccccc1)c1cccs1 (stereo not given)	-0.9%
CC(C)CN1C(=O)c2cccn2CC1C(=O)NCC1CC1 (stereo not given)	12.6%
Cc1nc2c(c(=O)[nH]1)CSCC2	298.6%[activator]

Exported with values ahead of the structure: six of the compounds above.
12-LOX inh	SMILES
?	COc1ccc(NC(=O)Cc2ccc3c(c2)OCCO3)cn1
12.6%	CC(C)CN1C(=O)c2cccn2CC1C(=O)NCC1CC1 (stereo not given)
-34.9%	Cc1nc(NC(=O)C(C)Sc2nnc(-c3ccccc3F)n2C(C)C)sc1C (stereo not given)
-52.2%	CN(C(=O)/C(C#N)=C\c1ccc(OC(F)F)cc1)C1CCCCC1
-0.9%	O=C(Cn1ccc(=O)[nH]c1=O)NC(c1ccccc1)c1cccs1 (stereo not given)
1.6%[6.33 µM]	Cc1ccc(C(=O)N2CCC3(CC2)C(=NC2CCCCC2)NC(=O)N3c2cc(F)cc(F)c2)cc1

Continuation:
SMILES	12-LOX inh
O=C(NC[C@H]1CCc2ccccc2O1)C1CCN(C(=O)C2CC2)CC1	-0.2%
COc1cc(CN2CCC3(CC2)CC(O)CCO3)cc(OC)c1 (stereo not given)	19.4%
Clc1ccc(Sc2ccc(Sc3ccc(Cl)cc3)nn2)cc1	-7.9%
COc1ccc(NC(=O)c2nc(C(O)c3cccc(O)c3)oc2C)cn1 (stereo not given)	-29.6%[176 µM]
O=C(Cc1ccccn1)N1CCC(N2CCCCCC2=O)CC1	?
C=CCSc1nc2c(c(=O)[nH]c(=O)n2C)n1Cc1cccc(Br)c1	?
CC(Cl)C(=O)Nc1ccccc1C(N)=O (stereo not given)	1.2%
COCC(C)NC(=O)C1CCN(S(=O)(=O)Cc2ccc(Cl)cc2)CC1 (stereo not given)	3.6%
COc1ccc(-c2nc(C3CC3)nc3c2CCN(C(=O)c2ccccc2)CC3)cc1	?
COc1cc2c(cc1OC)C(C[C@H]1CN(C(=O)C(=O)O)CC[C@H]1CC(=O)O)=NCC2	12.9%[176 µM]
C[S+](=O)([O-])N1CC2(CCCN(Cc3ccccn3)C2)Cc2ccccc21 (stereo not given)	0.5%[6.33 µM]
CCn1ccc2sc(C)c(C(=O)N3CCOCC3)c2c1=O	14.7%
COc1ccc(C(=O)/C=C/c2ccc(F)cc2)c(OC(=O)c2ccccc2Br)c1	1.5%
CC(=O)N1C=Cc2ccccc2C1CC(=O)Nc1cccc(S(=O)(=O)N2CCOCC2)c1 (stereo not given)	?
COC(=O)c1ccc(CNC(=O)c2ccc(C(C)C)cc2)cc1	?
CC1Oc2ccc(NC(=O)Cc3ccc(F)cc3)cc2CN(CC2CC2)C1=O (stereo not given)	?
CC(C)c1cccc(NC(=O)c2ccc(CN3C(=O)NC4(CCOCC4)C3=O)cc2)c1	34.1%
COC(=O)c1ccccc1-c1ccc(C(C)=O)o1	10.4%
COCCn1c(N2CCN(C)CC2)nc2c1c(=O)n(C)c(=O)n2C	-0.2%
COc1cccc(-c2ccc(CN3CCCC(c4nc5ccc(C)cc5c(=O)[nH]4)C3)cc2)c1 (stereo not given)	?
Cc1nnc2nc(N)[nH]n2c1=O	10.3%
CC(C)c1cccc(C(C)C)c1NC(=O)/C=C/c1cccc(F)c1	30.9%[activator]
CCn1ccc(C(=O)N2CCCn3ccnc3C2c2cnn(C)c2)n1 (stereo not given)	35.5%[activator]
CC(=O)NC(C)c1ccc(-c2ccccc2)cc1 (stereo not given)	11.1%
Cc1ccc(CC(=O)NC(C)c2ccncc2)cc1C (stereo not given)	33.4%[activator]
COC(=O)C1(C(=O)OC)C[C@H](c2ccc(OC)cc2)N(Cc2ccccc2OC)[C@@H]1c1ccccc1	-12.0%
Cn1cccc1C(=O)NCC(=O)N1CCCCCNC(=O)CC1c1ccccc1 (stereo not given)	54.1%[activator]
COc1cccc(NC(=O)N2CCc3nc4cc(-c5ccccc5Cl)[nH]n4c(=O)c3C2)c1	35.0%[activator]
O=C(O)Cn1ccc2cc(OCC3CCN(C(=O)Cc4ccccc4)CC3)cnc21	?
O=C1CCC2(CCN(c3nc4ccccc4s3)CC2)CN1Cc1cccnc1	19.9%
CCOc1cc(C(c2c(C)[nH][nH]c2=O)c2c(C)[nH][nH]c2=O)ccc1OCc1ccc(F)cc1	-16.8%
CC(=O)N1CCC2(C1)OC(=O)Nc1cnccc12 (stereo not given)	22.8%[176 µM]
COc1ccc2oc(-c3ccccc3)cc(=O)c2c1	41.2%[activator]
Cn1c(Cn2cnc3c2C(C)(C)OC3(C)C)nnc1C1CC(N)C1 (stereo not given)	3.3%
Cc1ccc(C2Cc3ccccc3N2)cc1 (stereo not given)	?
CCC1(C(=O)NCc2ccc(OC(C)C)cc2)CCCCC(=O)N1 (stereo not given)	15.3%
Cn1c(Cl)nc2c1c(=O)n(Cc1ccccc1Cl)c(=O)n2C	43.9%[activator]
CCn1nccc1C(=O)N1CCC([C@H]2[C@@H](OC)C(=O)N2C(C)C)CC1	15.3%
COCc1noc([C@@H]2CC(F)(F)CN2C(=O)c2cc(C)on2)n1	19.0%
COC(=O)C1=C(C)N(Cc2ccc(C(F)(F)F)cc2)C(=NCc2ccccc2C(F)(F)F)NC1c1ccc(F)cc1 (stereo not given)	?
CC(=O)N(C1CC1)C1CCOC2(CCN(C(=O)Nc3ccc4c(c3)OCCO4)CC2)C1 (stereo not given)	12.7%
Cc1cccc(N(CC(=O)Nc2c(C)cccc2C)S(C)(=O)=O)c1C	31.1%
CCCCOCCCNC(=O)C[C@@H]1C[C@@]2(C(=O)OCC)CCCC=C2N(CCc2ccc(OC)c(OC)c2)C1=O	-3.8%
O=[N+]([O-])c1ccc(Nc2ccc(Cl)cc2)c2nonc12	?
Cc1ccc(C)c(C(=O)Nc2ccc(Cl)c(C(F)(F)F)c2)c1	0.3%
COc1ccc(Cl)cc1C(=O)N1C[C@@H](CO)[C@H](c2nc(C)no2)C1	36.8%[activator]
Cc1cccc(NC(=O)CCc2ncc(-c3ccc(F)cc3F)o2)c1	28.6%
Cc1cc(C=O)c(C)n1CCc1ccc(Cl)cc1	?
Cc1nnnn1-c1cccc(C(=O)N2CCCC3(CC2)CNC(=O)O3)c1 (stereo not given)	12.7%
CC(C)NC(=O)N[C@H]1CCN(C(=O)c2cnccn2)[C@@H]1C(=O)N[C@@H](Cc1cccs1)C(N)=O	0.4%
Cc1nc([C@H]2CCN(Cc3ccc(C)c(C)c3)C[C@H]2NC(=O)C2CC2)n[nH]1	62.7%[activator]
Cc1ccc(/C=N/N=C(c2ccccc2)c2ccccc2)o1	?
Cc1ccc(-c2nc3ccccc3c(C(=O)O)c2C)cc1	?
Cc1ccc(OCC(=O)N2CCCN(S(C)(=O)=O)c3ccccc32)cc1	8.5%
CO[C@H]1COCCN(C(=O)c2ccc(C(F)(F)F)cc2)C1	30.9%[activator][176 µM]
CN(C)c1nc2c(c(=O)[nH]1)CCN(Cc1ccc(Cl)c(F)c1)CC2	39.8%[activator]
Cc1nn(-c2ccc(C(F)(F)F)cc2)c(C)c1[C@@H]1C=C[C@@H](NC(=O)COc2ccccc2)C1	28.8%
COc1ccc(CN2C(=O)CO[C@H](c3ccc(NS(=O)(=O)c4ccc(F)cc4)cc3)[C@H]2CO)cc1	?
CSc1ccccc1NC(=O)c1cccc(F)c1	5.0%
